# Assay outcomes from PubChem BioAssay.
# Mcl1-Bid inh = Mcl-1/Bid interaction inhibition. inhibition, % at 21.7 µM. hit rate 0.97% among 220,000. TR-FRET Mcl-1/Bid-Dy647 peptide binding, 1536-well. AID 1021;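 active = compounds that cut the binding signal by more than half at the single screening dose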;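 note: His-tagged Mcl-1 with europium anti-His antibody binding Bid BH3 peptide; 0% = Mcl-1 plus peptide wells and 100% = peptide-only wells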
# Target sequence (Q07820 whole entry, looked up): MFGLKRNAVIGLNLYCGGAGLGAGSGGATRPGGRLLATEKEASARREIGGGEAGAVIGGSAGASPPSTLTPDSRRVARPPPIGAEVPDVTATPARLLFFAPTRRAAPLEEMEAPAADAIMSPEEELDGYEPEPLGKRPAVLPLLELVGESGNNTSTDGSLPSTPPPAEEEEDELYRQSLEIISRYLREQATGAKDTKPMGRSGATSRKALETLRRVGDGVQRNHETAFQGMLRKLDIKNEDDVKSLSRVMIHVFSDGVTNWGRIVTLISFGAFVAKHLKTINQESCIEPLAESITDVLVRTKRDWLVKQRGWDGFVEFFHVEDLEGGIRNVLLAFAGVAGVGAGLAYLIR
# Rab2 wt GTP = changes GTP binding to wildtype dog Rab2A, up or down. GTP binding activity, % at 10 µM. hit rate 0.19% among 190,000. GST-Rab2 wt beads, Bodipy-GTP binding, flow cytometry. P61105;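 active = GTP binding activity at least 20 points away from 100%, either lowered or raised; inconclusive = signal likely due to the compound's own green fluorescence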;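 note: 0% = beads with excess unlabeled GTP and 100% = no-compound control corrected for plate trend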
# Avidin fluor = compound fluoresces at 488/530 nm on avidin beads; compound fluorescence 488/530 nm, flow cytometry; hits give high values; fluorescence (KMESF) at 10 µM; hit rate 0.38% among 220,000; in the data active = fluorescence above about 47; note: inactives centre near 10
# Rac1 wt GTP bind = human Rac1 wildtype GTP binding, inhibitors and activators. GST-Rac1 beads, fluorescent GTP binding, flow cytometry; actives lie on both sides; 0 = cold GTP competed, 100 = untreated. GTP binding activity (% of control), % at 10 µM. hit rate 0.27% among 190,000;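 active = GTP binding activity at least 20 points away from the 100% control level, either lower or higher; inconclusive = compound flagged as likely green fluorescent, judged across all proteins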
# Rac1 act GTP bind = modulators of GTP binding to human Rac1 activated mutant | P63000 | GST-Rac1 activated beads, fluorescent GTP binding, flow cytometry; actives lie on both sides; 100% means binding = to untreated wells | percent activity (GTP binding), % at 10 µM | hit rate 0.11% among 190,000 | AID 764;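 active = GTP binding at least 20 percentage points away from the 100% baseline, in either direction, so actives lie on both sides; inconclusive = Compound likely fluorescent itself, or too few beads counted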
# Mcl-1 Bim block = disrupts Bim peptide binding to human Mcl-1; Q07820; Bead-based flow cytometry, Bim peptide-Mcl-1 binding; inhibition, % at 10 µM; hit rate 0.1% among 190,000; AID 1009; in the data active = inhibition above about 40%;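 note: 0% = no compound tracer wells and 100% = peptide blocker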
# Rab7 wt GTP bind = modulators of GTP binding to dog Rab7 wildtype GTPase | GST-Rab7 beads, fluorescent GTP binding, flow cytometry; actives lie on both sides; untreated = 100%, excess cold GTP = 0% | hit rate 0.055% among 190,000 | AID 758 | GTP binding activity (percent of control), % at 10 µM;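 active = fluorescent GTP binding to Rab7 beads changed by at least 20 points from the 100% baseline, either direction, mostly lower; inconclusive = compound itself probably fluorescent, or too few beads counted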;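 note: median green fluorescence of bound Bodipy-FL-GTP per Rab7 bead population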
# Pf gamet viab = kills late stage P. falciparum gametocytes; P. falciparum stage V gametocytes, ATP luminescence, 24 h; inhibition, % at 10.9 µM; hit rate 0.065% among 150,000;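 active = inhibition above the mean plus 3 SD of compounds within the control limits, set per campaign, cut at about 38% in these data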;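 note: 0% = DMSO wells and 100% = medium only without gametocytes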
# HRas wt GTP bind = changes GTP binding to wildtype human HRas | P01112 | GST-Ras wt beads, Bodipy-FL-GTP binding, flow cytometry; actives lie on both sides | GTP binding activity, % at 10 µM | hit rate 0.14% among 190,000;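 active = GTP binding activity at least 20% away from the 100% baseline, either lowered as inhibitor or raised as activator; inconclusive = flagged as likely green fluorescent, judged across all proteins in the well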;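 note: 0% = unlabeled GTP competition control and 100% = no-compound control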
# Target sequence (P01112 whole entry, looked up): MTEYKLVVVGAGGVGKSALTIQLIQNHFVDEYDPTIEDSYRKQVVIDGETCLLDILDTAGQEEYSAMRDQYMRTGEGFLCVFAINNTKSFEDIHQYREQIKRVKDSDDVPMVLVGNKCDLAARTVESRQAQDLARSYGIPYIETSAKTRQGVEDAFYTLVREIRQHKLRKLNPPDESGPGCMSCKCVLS
# Cdc42 wt GTP = changes GTP binding to wildtype human Cdc42; P60953; GST-Cdc42 beads, Bodipy-GTP binding, flow cytometry; actives lie on both sides; percent activity (GTP binding), % at 10 µM; hit rate 0.2% among 190,000; AID 761;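 active = percent activity GTP binding at least 20 points away from the 100% baseline, either down as inhibitor or up as activator; inconclusive = compound flagged as likely green fluorescent from well-wide comparison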;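 note: median bead fluorescence of bound Bodipy-FL-GTP at 100 nM; 0% = excess unlabeled GTP control and 100% = no compound control; below 100% means less GTP binding so inhibitor and above means activator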
# Target sequence (P60953 whole entry, looked up): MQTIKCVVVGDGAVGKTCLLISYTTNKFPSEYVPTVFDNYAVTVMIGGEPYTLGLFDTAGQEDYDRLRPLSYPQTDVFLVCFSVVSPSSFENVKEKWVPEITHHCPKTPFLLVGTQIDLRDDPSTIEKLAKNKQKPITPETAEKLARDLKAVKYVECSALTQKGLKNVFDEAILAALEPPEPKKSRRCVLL
# Mcl1 Noxa PPI = Mcl-1/Noxa interaction inhibition; Q07820; TR-FRET Mcl-1/Noxa peptide binding, 2 h; inhibition, % at 21.7 µM; hit rate 1.5% among 220,000; AID 1022;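 active = compounds that cut the protein-peptide binding signal by more than 50% relative to plate controls in a single-dose test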;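 note: His-tagged Mcl-1 with rhodamine Noxa BH3 peptide and terbium anti-His antibody; 0% = Mcl-1 plus Noxa peptide wells and 100% = peptide-only wells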
# Numbers without * were called inactive; u = inconclusive; x = not tested or not shown; & = joins results of further samples. Not a hit list; any-hit rate near 2.7%.
# Every second line gives: Mcl1-Bid inh	Rab2 wt GTP	Avidin fluor	Rac1 wt GTP bind	Rac1 act GTP bind	Mcl-1 Bim block	Rab7 wt GTP bind	Pf gamet viab	HRas wt GTP bind	Cdc42 wt GTP	Mcl1 Noxa PPI
COc1ccc(S(=O)(=O)N2CC(O)C[C@H]2C(=O)OCC(=O)N2CCCCCC2)cc1 (some centres undefined)
    -6	98	11	99	94	-1	104	-1	96	96	24
CCOC(=O)c1cnn(-c2cc(Oc3ccccc3C)ncn2)c1N
    -27	96	2	98	96	-2	94	x	97	95	-16
CNS(=O)(=O)c1cccc(C(=O)OCC(=O)Nc2ccc(N3CCCCC3)cc2)c1
    -54	95	9	100	96	-1	96	2	97	94	37
O=C(CNS(=O)(=O)c1ccccc1)NCC(=O)OCc1ccccc1F
    -29	101	7	103	100	-3	99	-5	101	101	1
O=C1C2C3C=CC(C3)C2C(=O)N1CCCCN1C(=O)C2C3C=CC(C3)C2C1=O (centres undefined)
    -13	102	16	102	100	0	102	x	102	102	-3
COC(=O)C1=C(C)OC(N)=C(C#N)C1c1ccco1 (centres undefined)
    -21	99	6	100	97	-1	96	x	99	101	-1
COC(=O)c1c(NC(=O)CSc2nnc(CNc3ccc(Cl)cc3)o2)sc(C)c1C
    -6	102	6	110	99	-3	98	x	102	102	-3
CCCNC(=S)N(Cc1ccccc1)Cc1nc2ccccc2c(=O)[nH]1
    -46	99	5	101	101	0	101	-17	102	100	13
Cc1ccc2nc3c(cc(C(=O)NCCCn4ccnc4)n3C)c(=O)n2c1
    -5	100	6	103	100	4	104	-5	101	103	8
CCOC(=O)C1=C(N)Oc2cc(O)ccc2C1c1cccc([N+](=O)[O-])c1 (centres undefined)
    -31	99	10	96	93	0	101	9	97	95	12
Cc1ccc(-c2nc(N)n(S(=O)(=O)c3ccc(C)cc3)n2)cc1
    12	92	2	82	87	-5	97	-30	87	83	-4
O=C(c1cccs1)c1cn(CC(=O)N2CCc3ccccc3C2)c2ccccc12
    -8	96	7	97	95	1	96	x	97	97	8
CCn1c(SCC(=O)OC)nnc1C1CCCCC1
    -5	102	7	103	99	-2	102	x	103	103	5
Nc1nc(CN2CCN(c3cccc(Cl)c3)CC2)nc(N2CCCc3ccccc32)n1
    3	83	27	84	80	0	89	-17	88	87	8
O=C(c1cc(-c2ccccc2)on1)N1CCN(Cc2ccc3c(c2)OCO3)CC1
    -36	99	10	100	99	-1	100	1	99	97	2
Cc1ccc(CNc2ccc(N3C(=O)CCCC3=O)cc2[N+](=O)[O-])cc1
    -11	102	13	101	100	-1	101	x	100	96	-1
CCOC(=O)C1=C(C)N(c2ccccc2)C(=O)C1
    -15	101	5	105	101	0	101	22	102	100	3
COC(=O)c1c(NC(=O)CSc2nc3nc(C)cc(C)n3n2)sc(C)c1C
    -31	100	14	105	97	-2	100	-9	100	100	27
CCOC(=O)c1cc(-c2ccc(C)cc2)n(CCC(=O)NCCCOC)c1C
    -14	101	8	99	97	-2	99	x	99	100	16
c1cncc(-c2nc(-c3ccc4c(c3)OCO4)cs2)c1
    0	97	37	96	94	5	99	2	97	95	14
CCOc1ccc(-n2nc3c(Cl)nnc(C)c3c2C)cc1
    -35	97	5	101	100	0	100	10	101	100	-3
Cn1cc(SCC(=O)NCCc2ccccc2)c2ccccc21
    -18	97	10	95	97	-1	100	3	97	97	7
CCOC(=O)C(C)N1C(=O)S/C(=C/c2ccc3c(c2)n(C)c(=O)n3C)C1=O (centres undefined)
    -12	98	16	98	95	0	102	1	98	97	2
O=C(NCC1(N2CCOCC2)CCCCC1)c1ccc(Cl)c(S(=O)(=O)NCc2ccco2)c1
    -15	98	6	103	100	-2	99	7	101	100	10
CCCn1c(N)c(NCCN2CCOCC2)c(=O)[nH]c1=O
    -23	96	22	94	94	-2	93	-9	93	89	7
Cc1cc(=O)[nH]c(N/N=C/c2ccc(OC(=O)c3ccco3)cc2)n1
    -12	102	3	100	101	-3	104	22	101	101	11
COc1ccc(-c2cc(C(=O)Nc3ccccc3F)on2)cc1
    -9	98	24	94	94	-2	101	19	97	95	-10
CCOC(=O)C1=C(C)N(C)C(=S)NC1c1ccccc1 (centres undefined)
    -31	98	10	101	98	-9	100	12	99	98	-4
O=C(COC(=O)C1CC2C=CC1C2)NCCc1ccccc1 (centres undefined)
    -16	93	8	95	93	-2	94	-8	93	92	-2
CCOc1ccc(/C(O)=C2/C(=O)C(=O)N(c3nc(C)c(C)s3)C2c2ccco2)cc1 (centres undefined)
    -10	98	8	99	96	1	98	x	98	98	19

# The list continues.
SMILES	Mcl1-Bid inh	Rab2 wt GTP	Avidin fluor	Rac1 wt GTP bind	Rac1 act GTP bind	Mcl-1 Bim block	Rab7 wt GTP bind	Pf gamet viab	HRas wt GTP bind	Cdc42 wt GTP	Mcl1 Noxa PPI
COP(=O)(CC(=O)c1ccccc1)CC(=O)c1ccccc1	-14	92	9	97	94	-4	99	x	94	98	-10
Cc1ccc(C)c(NC(=S)NNC(=O)c2cc3c(s2)CCC(C)C3)c1 (centres undefined)	-57	u	13	u	u	0	u	-10	u	u	-75
O=C(N/N=C/c1cc(Cl)ccc1O)C(=O)Nc1ccccc1OC(F)(F)C(F)F	-43	98	14	100	98	-5	95	-5	98	95	7
O=C(O)CNC(=O)CC1S/C(=N/N=C2/NC(=O)CS2)NC1=O (centres undefined)	-60	94	26	95	93	0	102	12	96	92	31
CC(C)(C)c1ccc(C(=O)Nc2sc3c(c2C(=O)O)CCC3)cc1	-37	92	7	97	95	0	92	-3	94	96	25
COc1cccc(OCCOc2c(OC)cccc2OC)c1	-45	100	12	104	101	0	96	0	100	102	21
CNS(=O)(=O)c1ccc(NC(=O)c2ccoc2C)cc1	-25	94	8	93	96	1	94	-24	94	92	-7
COc1ccccc1N/N=C(\C#N)C(=N)N1CCOCC1	-60	102	x	101	99	-1	110	7	102	99	4
COc1ccc(-c2cc3nc(C)cc(C)n3n2)cc1	-30	101	13	105	100	-2	98	1	103	104	10
Cc1ccc(C)c(-n2c(CNC(=O)c3ccco3)nnc2SCC(=O)Nc2nccs2)c1	-5	105	14	103	101	-1	97	x	105	106	-1
CN(C)/C=C(\C#N)C(=O)c1cccnc1Oc1ccc(F)cc1F	-9	100	4	99	99	-1	95	3	100	100	-3
O=C1c2oc3ccc(F)cc3c(=O)c2C(c2cccc(O)c2)N1CCCN1CCOCC1 (centres undefined)	-4	105	9	107	97	-3	99	x	102	102	7
O=C(COC(=O)c1ccco1)c1ccc2ccccc2c1	15	97	5	100	98	2	97	x	100	99	11
C=CCc1ccc(OCCOCCNCCCC)c(OC)c1	10	100	7	108	101	4	100	x	102	103	18
C=CCN(CC=C)S(=O)(=O)c1ccc(NC(=S)NC(=O)/C=C/c2cccc3ccccc23)cc1	-43	103	13	100	99	2	100	17	103	102	-2
Cc1noc(NS(=O)(=O)c2ccc(N3Cc4ccccc4C3=O)cc2)c1C	-29	96	5	98	94	-1	95	x	97	95	14
Cc1ccc(CN2CCN(Cc3ccc(-n4cccn4)cc3C)CC2CCO)cc1 (centres undefined)	-56	96	5	101	97	-34	97	-4	97	96	9
Cc1ccc(N(Cc2ccccc2F)S(C)(=O)=O)cc1C	0	102	10	108	101	0	101	x	103	104	-12
N/C(=N\OC(=O)/C=C/c1ccccc1Cl)c1ccccn1	-36	100	10	103	95	1	107	-20	101	95	1
COc1ccc2oc(=O)c(C(=O)OCC(=O)c3ccc([N+](=O)[O-])cc3)cc2c1	-5	88	8	91	89	0	91	x	91	87	17
CCc1ccc(/C=C2/C(=O)N(c3ccccc3)C(=S)N2CC(=O)OC)s1	18	101	9	103	96	-4	100	-6	102	101	27
COc1ccccc1N=Cc1nc(-c2ccccc2)oc1OC(C)=O	-7	97	37	101	95	-3	97	x	98	99	23
COC(=O)Cc1csc(N)n1	27&-6	104&104	6&9	106&110	102&100	-2&-2	102&103	14	104&102	106&104	31&4
O=C(c1ccc([N+](=O)[O-])cc1)n1nc(-c2ccccc2)nc1NCc1ccccc1	-4	102	10	99	100	0	99	x	100	102	-11
CC(O)CNc1nc2sc3c(c2c(=O)n1CCc1ccccc1)CCCCC3 (centres undefined)	-19	96	7	100	95	1	99	x	96	95	-3
CC(CCc1ccccc1)NC(=O)C1CCN(S(=O)(=O)c2cnc[nH]2)CC1 (centres undefined)	-23	102	7	111	101	0	107	x	105	105	10
